Yeast eIF2B – modulators of yeast eIF2B activity | inhibition, % at 25 µM (by protocol) | S. cerevisiae eIF2B-epsilon R284H, GCN4-lacZ luminescence | 27,000 compounds, 0.91% hits;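 active means mutant luminescence inhibited past about 50% while wild type luminescence and mutant growth stay under set limits, limit read from the data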; further: some compounds called inactive have numbers as strong as hits
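Assay system: yeast eIF2B-epsilon R284H mutant carrying GCN4–beta-galactosidase fusion / Buffer or medium: YPD / Incubation: 16 h growth with compound at 30 °C, 90 min Beta-Glo step / Detection: Beta-Glo luminescence after Z-buffer lysis, growth by 595 nm absorbance / Read-out: % inhibition of reporter signal and growth versus controls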
Yeast tox – Inhibits yeast growth, turbidity readout. S. cerevisiae wild-type growth, A595 turbidity, 16 h. growth inhibition, % at 25 µM (by protocol). 30,000 compounds, 0.3% hits;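 active means mutant and wild-type yeast strains alike exhibit over 30% growth inhibition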;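 further: 0% = untreated cell controls and 100% = YPD media blanks without cells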
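Incubation: 16 h growth with compound, 30 °C; Material: S. cerevisiae wild-type or eIF2Bepsilon-R284H mutant strain; Signal: turbidity measured as absorbance at 595 nm; Medium: YPD yeast growth medium; Measure: growth inhibition (%) versus cell controls and blanks; Doses: 25 µM single dose.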
Yeast tox inhibition % – recorded beside Yeast tox, whose call it bears; growth inhibition, %; S. cerevisiae eIF2Bepsilon-R284H mutant growth, A595 turbidity, 16 h;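 each compound tested once at 25 µM; 0% equals untreated cells and 100% equals cell-free medium blanks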
Yeast eIF2B mutant toxicity – also measured in Yeast eIF2B; calls as there; growth inhibition, %; measured here: mutant yeast growth, toxicity;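 each compound tested once at 25 µM; zero equals untreated control growth and 100 equals blank medium absorbance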
* marks the source's active call; other numbers are inactive results; x = not tested or not shown.

#	SMILES	Yeast tox	Yeast eIF2B	Yeast tox inhibition %	Yeast eIF2B mutant toxicity
1	Cc1nc2ccccc2c(=O)n1-n1cnnc1	-0.6	7.7	3.5	3.5
2	Clc1cccc(N2CCNCC2)c1Cl	8.5	28.9	-20.8	-20.8
3	C=CCn1c(O)c(C=Nc2ccc(N(CC)CC)cc2)c(=O)[nH]c1=O	-19.7	-5.8	-4.5	-4.5
4	CC(=NCc1cccnc1)c1c(O)n(-c2ccccc2)c(=O)[nH]c1=O	1.0	6.1	-9.1	-9.1
5	N#Cc1ccc(Cn2cc(C(=O)c3ccco3)c3ccccc32)cc1	-1.6	12.6	4.8	4.8
6	N/C(=N\N=C\c1ccc(O)cc1O)N[N+](=O)[O-]	28.5	40.5	12.5	12.5
7	COC(=O)C(O)(c1c(C)[nH]n(-c2ccccc2)c1=O)C(F)(F)F (configuration not stated)	8.2	17.0	8.1	8.1
8	CCCCn1c(O)c(C(CC)=Nc2ccc(OC)cc2OC)c(=O)[nH]c1=O	-20.4	0.0	5.0	5.0
9	CCCCCn1c(=O)c(C(=O)Nc2ccncc2)c(O)c2ccccc21	31.6	15.2	0.0	x
10	CC(C)(C)NC(=O)Cn1cc(C(=O)c2ccccc2F)c2ccccc21	-2.4	x	3.3	x
11	COc1ccc(C=C2C(=O)N(C)C(=O)N(C)C2=O)cc1CSc1ccccn1	5.0	x	7.9	x
12	CN(C)Cc1ccccc1OC(=O)N(C)C	10.0	18.8	12.5	12.5
13	C=CCOC(=O)C1=C(C)OC(N)=C(C#N)C12C(=O)N(CN1CCOCC1)c1ccccc12 (configuration not stated)	29.5	17.9	16.0	16.0
14	CCCNS(=O)(=O)c1ccc(OCC(=O)N2CCN(Cc3ccccc3)CC2)cc1	18.6	x	-7.1	x

In the list so far, two contain sulfur.
#	SMILES	Yeast tox	Yeast eIF2B	Yeast tox inhibition %	Yeast eIF2B mutant toxicity
11	COc1ccc(C=C2C(=O)N(C)C(=O)N(C)C2=O)cc1CSc1ccccn1	5.0	x	7.9	x
14	CCCNS(=O)(=O)c1ccc(OCC(=O)N2CCN(Cc3ccccc3)CC2)cc1	18.6	x	-7.1	x

Arranged by length of the SMILES (ascending): some entries from above
#	SMILES	Yeast tox	Yeast eIF2B	Yeast tox inhibition %	Yeast eIF2B mutant toxicity
2	Clc1cccc(N2CCNCC2)c1Cl	8.5	28.9	-20.8	-20.8
5	N#Cc1ccc(Cn2cc(C(=O)c3ccco3)c3ccccc32)cc1	-1.6	12.6	4.8	4.8
9	CCCCCn1c(=O)c(C(=O)Nc2ccncc2)c(O)c2ccccc21	31.6	15.2	0.0	x
10	CC(C)(C)NC(=O)Cn1cc(C(=O)c2ccccc2F)c2ccccc21	-2.4	x	3.3	x
3	C=CCn1c(O)c(C=Nc2ccc(N(CC)CC)cc2)c(=O)[nH]c1=O	-19.7	-5.8	-4.5	-4.5
8	CCCCn1c(O)c(C(CC)=Nc2ccc(OC)cc2OC)c(=O)[nH]c1=O	-20.4	0.0	5.0	5.0

Bioassay records (PubChem)

The list is partial (hit frequency here may not be typical).
